Assay outcomes (PubChem BioAssay)
GIRK2 act – GIRK2 channel activators by thallium flux | P48051 | HEK293 GIRK2/NPY4 cells, thallium flux fluorescence | activation (% efficacy), % for hits at 37.5 µM | 34,000 tested, under 10 active;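 active = primary screen hit, no activity in plain HEK293 cells, and in GIRK2-only cells above 5% efficacy rising with concentration; inactive = the rest, including fluorescent compounds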;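 also: efficacy is normalized control-subtracted fluorescence 15 s after thallium addition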
Target sequence (P48051 whole entry, looked up): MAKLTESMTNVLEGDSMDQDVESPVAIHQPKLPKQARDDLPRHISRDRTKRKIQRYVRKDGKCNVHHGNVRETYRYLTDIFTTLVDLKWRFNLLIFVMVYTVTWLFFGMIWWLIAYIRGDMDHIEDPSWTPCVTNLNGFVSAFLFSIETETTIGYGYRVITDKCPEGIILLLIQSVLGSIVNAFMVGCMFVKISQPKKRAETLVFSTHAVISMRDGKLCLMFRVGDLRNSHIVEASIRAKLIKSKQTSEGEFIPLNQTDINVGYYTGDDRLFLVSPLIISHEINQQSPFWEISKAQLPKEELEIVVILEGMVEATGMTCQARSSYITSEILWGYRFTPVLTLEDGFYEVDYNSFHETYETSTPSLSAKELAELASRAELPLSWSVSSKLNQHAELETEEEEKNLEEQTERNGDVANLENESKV
Calls only; i = inactive.

SMILES | GIRK2 act
COCCNC(=O)CCCCCn1c(=S)[nH]c2ccc(Br)cc2c1=O | i
O=C(NCC(c1cccnc1)N1CCN(Cc2ccccc2)CC1)NC1CCCCC1 (configuration not stated) | i
Cn1nc(-c2ccc(NS(=O)(=O)c3ccc([N+](=O)[O-])cc3)cc2)ccc1=O | i
Cc1nn(CCNC(=O)c2cccc([N+](=O)[O-])c2)c(C)c1Cl | i
O=C(NCc1ccccc1Cl)C(=O)NCC(c1ccc(F)cc1)N1CCOCC1 (configuration not stated) | i
Cc1ccc(S(=O)(=O)NCC(C)(O)c2ccccc2)c(C)c1 (configuration not stated) | i
Cn1nc(CNC(=O)CCS(=O)(=O)c2ccccc2)c2ccccc2c1=O | i
Cc1ccc(S(=O)(=O)c2c(N)n(CC3CCCO3)c3nc4ccccc4nc23)cc1 (configuration not stated) | i
O=C(CCn1cnc2c(cnn2-c2ccccc2)c1=O)Nc1nccs1 | i
COc1ccc(C(=O)Nc2cc3c4c(c2)CCN4C(=O)CC3)cc1 | i
CC1C(=O)NCCN1C(=O)CCCSc1ccccc1 (configuration not stated) | i
COC(=O)c1sc(NC(=O)c2ccccc2)c(C#N)c1C | i
COc1ccccc1Cc1noc(C2CN(C(=O)c3ccco3)C2)n1 | i
O=C(NCC1CCN(C(=O)c2cc3ccccc3o2)CC1)c1ccc(Cl)s1 | i
CC(C)NC(=O)Cn1cnc(-c2ccc(Cl)cc2)cc1=O | i
COc1ccccc1NC(=O)N1CCC(CNC(=O)c2cc(-c3ccccc3)on2)CC1 | i
CCc1ccccc1NC(=O)C(=O)NCC1CCN(Cc2cccs2)CC1 | i
O=C(c1cccs1)N1CCN(c2ccc(Nc3cccnc3)nn2)CC1 | i
Cc1nc(-n2nc(-c3ccco3)cc2NC(=O)COc2ccc(F)cc2)[nH]c(=O)c1C | i
CS(=O)(=O)N1CCCC1C(=O)Nc1sc2c(c1C(N)=O)CCC2 (configuration not stated) | i
Cc1nc(-c2cccc(NC(=O)c3ncccn3)c2)cs1 | i
O=C(CSCc1ccccc1)NCCc1csc(-c2ccc(F)cc2)n1 | i
CC(C)(C)c1ccc(C(=O)N2CCC3(CC2)NC(=O)N(CCOc2ccccc2)C3=O)cc1 | i
CN(C(=O)Cn1cnc(-c2ccccc2)cc1=O)C1CCCCC1 | i

An excerpt of these results, as a markdown table:
| SMILES | GIRK2 act |
| --- | --- |
| CC(C)NC(=O)Cn1cnc(-c2ccc(Cl)cc2)cc1=O | i |
| CCc1ccccc1NC(=O)C(=O)NCC1CCN(Cc2cccs2)CC1 | i |

Next results:
SMILES | GIRK2 act
CNC(=O)Cn1cc(OC)c(=O)cc1CSc1nnc(C)s1 | i
CCOC(=O)N1CCN(CC(O)COc2ccc(-c3ccccc3)cc2)CC1 (configuration not stated) | i
O=C(NCCSc1ncc(-c2ccccc2)[nH]1)NCc1cccs1 | i
CC(=O)c1ccc(NC(=O)CSc2ncc(S(=O)(=O)c3cccs3)c(N)n2)cc1 | i
O=C(Cn1nc(-c2ccccc2)ccc1=O)Nc1nccs1 | i
O=C(NCC1(c2cccs2)CCCC1)c1ccc(F)cc1Cl | i
COc1cccc(C(CNC(=O)c2ccc(F)cc2)N2CCOCC2)c1 (configuration not stated) | i
CCOc1cccc2cc(C(=O)NCCn3nc(-n4nc(C)cc4C)ccc3=O)c(=O)oc12 | i
COc1ccc(-c2ccc(=O)n(CCCC(=O)Nc3cccc(Cl)c3C)n2)cc1OC | i
CCN=C1SC(CC(=O)NC(C)c2ccccc2)C(=O)N1CC (configuration not stated) | i
COc1ccccc1CNC(=O)Cc1cc(-c2cc3ccccc3o2)on1 | i
CC1S/C(=C(\C#N)C(=O)NCc2ccco2)N(c2ccc(F)cc2)C1=O (configuration not stated) | i

Taken from above, 16 compounds:
SMILES | GIRK2 act
Cc1nc(-c2cccc(NC(=O)c3ncccn3)c2)cs1 | i
O=C(CSCc1ccccc1)NCCc1csc(-c2ccc(F)cc2)n1 | i
CC(C)(C)c1ccc(C(=O)N2CCC3(CC2)NC(=O)N(CCOc2ccccc2)C3=O)cc1 | i
CN(C(=O)Cn1cnc(-c2ccccc2)cc1=O)C1CCCCC1 | i
CNC(=O)Cn1cc(OC)c(=O)cc1CSc1nnc(C)s1 | i
CCOC(=O)N1CCN(CC(O)COc2ccc(-c3ccccc3)cc2)CC1 (configuration not stated) | i
O=C(NCCSc1ncc(-c2ccccc2)[nH]1)NCc1cccs1 | i
CC(=O)c1ccc(NC(=O)CSc2ncc(S(=O)(=O)c3cccs3)c(N)n2)cc1 | i
O=C(Cn1nc(-c2ccccc2)ccc1=O)Nc1nccs1 | i
O=C(NCC1(c2cccs2)CCCC1)c1ccc(F)cc1Cl | i
COc1cccc(C(CNC(=O)c2ccc(F)cc2)N2CCOCC2)c1 (configuration not stated) | i
CCOc1cccc2cc(C(=O)NCCn3nc(-n4nc(C)cc4C)ccc3=O)c(=O)oc12 | i
COc1ccc(-c2ccc(=O)n(CCCC(=O)Nc3cccc(Cl)c3C)n2)cc1OC | i
CCN=C1SC(CC(=O)NC(C)c2ccccc2)C(=O)N1CC (configuration not stated) | i
COc1ccccc1CNC(=O)Cc1cc(-c2cc3ccccc3o2)on1 | i
CC1S/C(=C(\C#N)C(=O)NCc2ccco2)N(c2ccc(F)cc2)C1=O (configuration not stated) | i

Remaining list, next part:
SMILES | GIRK2 act
Cc1ccc(S(=O)(=O)Nc2nc(CCC(=O)Nc3cccc(Cl)c3)cs2)cc1 | i
CSc1cccc(NC(=O)C(=O)NCC(c2ccco2)N(C)C)c1 (configuration not stated) | i
COC(=O)CSc1nc2c(c(=O)[nH]c(=O)n2C)n1CCCOc1ccccc1 | i
COc1cc(NC(=O)CSc2nc(=O)n(CCO)c3c2CCCC3)cc(OC)c1 | i
CCCNC(=O)C(=O)NCC1CCN(C(C)C)CC1 | i
COc1cc2[nH]c(=O)n(CCCCC(=O)NCc3ccc(C(F)(F)F)cc3)c(=O)c2cc1OC | i
COCCn1nnn(-c2ccc(NC(=O)CCSc3ccccc3)cc2)c1=O | i
CC1CCCCN1c1ccc(N2CCN(S(=O)(=O)c3ccccc3Cl)CC2)nn1 (configuration not stated) | i
O=C(Cc1cc(-c2cccs2)on1)NCCCn1ccnc1 | i
Cc1ccccc1-c1cn(CC(=O)NCc2ccc(F)cc2F)nc1N1CCOCC1 | i
CCCCn1c2c(c(=O)[nH]c1=O)C(c1cccs1)NC(=O)N2 (configuration not stated) | i
CCc1nnc2c(=O)n(-c3cccc4ccccc34)ccn12 | i
COc1ccc(NC(=O)C(=O)NCC(C)(O)c2ccccc2)cc1 (configuration not stated) | i
c1csc(C2=NN=C(N3CCNCC3)SC2)c1 | i
Cn1nccc1C(=O)Nc1ccc(-c2nc3ccccc3s2)cc1 | i
COc1cc2nc(SCC(=O)NC3CCCCC3)n3nc(C)nc3c2cc1OC | i
Cn1nccc1C(=O)N(CC1CCCO1)c1nc2ccccc2s1 (configuration not stated) | i
COc1ccc(NC(=O)c2cc(N3C(=O)CCS3(=O)=O)ccc2Cl)cc1OC | i
COc1ccc(NC(=O)CSc2nnc(-c3ccc(OC)c(OC)c3)n2N)c(OC)c1 | i
COc1ccccc1CNC(=O)Cn1nc(-n2cccn2)ccc1=O | i
Nc1sc(SCC(=O)Nc2nccs2)nc1-c1ccccc1 | i
O=C(Nc1ccc2c(c1)OCCO2)c1ccc(S(=O)(=O)c2ccc(Cl)cc2)nc1 | i
CNC(=O)C1Cc2ccccc2N1S(=O)(=O)c1ccc(NC(C)=O)cc1 (configuration not stated) | i
CCn1nc(C)cc1C(=O)Nc1nnc(-c2ccc(C)cc2C)o1 | i
Cc1ccnc(OCC(=O)Nc2cc(C)on2)n1 | i
COc1ccc(S(=O)(=O)Nc2ccc(CC(=O)NC3CC3)cc2)cc1F | i
COc1ccc(-n2nc3c(c2NC(=O)C(=O)NCc2cccs2)CS(=O)(=O)C3)cc1 | i
O=C(COc1ccc(Cl)cc1)N(CCCn1ccnc1)c1nc2c(F)cccc2s1 | i
COc1ccc(NC(=O)Cn2cc(-c3nnc(-c4ccccc4)o3)c3ccccc32)cc1 | i
Cc1cccc(C(=O)Nc2ccc(S(N)(=O)=O)cc2)c1 | i
CC(C)(C)n1nc2c(c1-n1cccc1)CN(C(=O)c1cc(-c3cccs3)[nH]n1)C2 | i
CC1Cc2ccccc2N1C(=O)c1cc2ccccc2oc1=O (configuration not stated) | i
O=S(=O)(NCC#CCN1CCc2ccccc2C1)c1cccc2cccnc12 | i
COc1cccc(C2=NN(C(=O)CCC(=O)O)C(c3ccc4nccnc4c3)C2)c1 (configuration not stated) | i
COc1ccc(OC)c(CNC(=O)c2ccc(-n3nc(C)c(C)c3C)nc2)c1 | i
CC(CO)(CO)NC(=O)C1COCC(=O)N1Cc1ccccc1 (configuration not stated) | i
COc1cc(N2CCN(C(=O)Nc3ccc4c(c3)OCCO4)CC2)nc(OC)n1 | i
O=C(CN1C(=O)c2ccccc2S1(=O)=O)N1CCN(C(=O)c2ccco2)CC1 | i
CCOCC(=O)N1CCN(c2nccn2-c2ccc(C)cc2)CC1 | i
CCCOc1cn(-c2ccc(F)cc2)nc1C(=O)NCCCn1ccnc1 | i
O=S(=O)(c1cccs1)N1CCCC(C(F)(F)F)C1 (configuration not stated) | i
CN1C(=O)NC2(CCN(Cc3ccc(Cl)cc3)CC2)C1=O | i
O=C(NCCS(=O)(=O)N1CCN(Cc2ccccc2)CC1)c1ccccc1Cl | i
Cc1cc(=O)[nH]c2cc(NC(=O)Cc3cn(C)c4ccccc34)ccc12 | i
CCOc1ccc(-c2ccc(=O)n(CCCC(=O)Nc3cccc(C(F)(F)F)c3)n2)cc1 | i
O=C(NCC1(c2ccccc2)CCOCC1)c1cc(Cl)ccc1Cl | i
Cc1cc(NC(=O)C(=O)NCc2ccsc2)no1 | i
CCn1c(SCC(=O)Nc2cccc(C(F)(F)F)c2)nnc1-c1cn(C)nc1OC | i
COc1nn(C)cc1C(=O)NCCN1CCC(c2cccs2)CC1 | i
Cc1nc(C)n(CC(O)COc2ccc3c(c2)CCC3)n1 (configuration not stated) | i
CCOc1ccc2ccccc2c1C(=O)NC1CCCC(O)C1 (configuration not stated) | i
COc1cc(NC(=O)Nc2ccc3c(c2)CCC(=O)N3)cc(OC)c1 | i
Cc1ccc(S(=O)(=O)N2CCC(C(=O)Nc3cccc4c3C(=O)N(C)C4=O)CC2)cc1 | i
COCC(=O)N1CCCc2ccc(NC(=O)c3nc4ccccc4s3)cc21 | i
COc1cc(C)c(S(=O)(=O)NCCOc2ccc(-c3ccccc3)nn2)cc1C | i
CCc1nc(N2CCN(C)CC2)c2oc3ccccc3c2n1 | i
O=C(Nc1ccc2c(c1)N(S(=O)(=O)c1ccc(F)cc1)CCC2)c1cc(-c2ccccc2)on1 | i
COc1ccc(F)cc1S(=O)(=O)NCCCn1nc(-c2ccccc2)ccc1=O | i
COc1ccc(CCNC(=O)Cc2sc(C)nc2C)cc1 | i
COCCNC(=O)COc1ccc(C)cc1C(C)(C)C | i
Next part:
SMILES | GIRK2 act
CC(C)NCC(O)COCc1ccc(Cl)cc1 (configuration not stated) | i
COc1cccc(CNC(=O)Cc2csc(NC(=O)c3ccc(=O)[nH]c3)n2)c1 | i
COc1ccc(OC)c(S(=O)(=O)N2CCN(c3ccc(-c4cccs4)nn3)CC2)c1 | i
CCC(=O)N1CCCc2ccc(NC(=O)NCc3cccs3)cc21 | i
Cc1cc(=O)[nH]c(-n2nc(C3CC3)cc2NC(=O)Cc2ccccc2)n1 | i
Cn1nc(NC(=O)c2cc(-c3ccccc3)on2)c2c1NC(=O)CC2c1ccco1 (configuration not stated) | i
O=C(CCn1ccc(=O)[nH]c1=O)NCc1cccc(Oc2ccc(F)cc2)c1 | i
CC(C(=O)Nc1ccccc1Cl)N1C(=O)c2ccccc2S1(=O)=O (configuration not stated) | i
CCn1nc(C)cc1C(=O)Nc1nnc(-c2ccc3c(c2)OCCO3)o1 | i
COc1cccc(NC(=O)CSc2nc3c(sc(=S)n3-c3ccc(Cl)cc3)c(=O)[nH]2)c1 | i
Cc1ccc(C)c(C(=O)NCCN2CCC(c3cccs3)CC2)c1 | i
O=C(NCCOc1ccc(F)cc1)c1c(F)cccc1Cl | i
O=C(NCCOc1ccc(F)cc1)C(=O)Nc1ccccc1Cl | i
O=C(NCCn1nc(-n2cccn2)ccc1=O)c1ccc(-n2cccc2)cc1 | i
FC(F)(F)Oc1ccc2nc(NCC3CCCO3)sc2c1 (configuration not stated) | i
COCCNc1oc(-c2ccco2)nc1S(=O)(=O)c1ccc(C)cc1 | i
O=C(Nc1nccs1)C12CC3CC(CC(C3)C1)C2 | i
O=C(c1ccsc1)N1CC(c2nc(-c3ccco3)no2)C1 | i
O=C(O)CCN1CCN(Cc2ccccc2)CC1 | i
COc1ccc(NC(=O)CSc2ncc(-c3cccc(Cl)c3)o2)cc1OC | i
COc1ccc(-n2nnnc2SCCC(=O)Nc2nccs2)cc1 | i
COc1ccccc1N1CCN(C(=O)CSc2nc3c(-c4ccccc4)c[nH]c3c(=O)n2C)CC1 | i
O=C(N1CCN(c2ccccc2Cl)CC1)C1(c2cc(-c3cccs3)on2)CC1 | i
Cc1ccc(S(=O)(=O)N2CCC3(CC2)NC(=O)N(Cc2ccc(Cl)cc2)C3=O)cc1 | i
O=C(NCC1COC2(CCCCC2)O1)c1cccc(Br)c1 (configuration not stated) | i
CCOC(=O)c1c(N)sc(C)c1C | i
COc1ccc(C(=O)CN2CCC(c3nnc(C(C)C)o3)CC2)cc1 | i
Cc1cc(-c2nnc(NC(=O)c3ccc(S(=O)(=O)N4CCCCC4)cc3)o2)nn1C | i
COc1cccc(N2CCN(C(=O)c3snc(-c4ccc(C)cc4)c3N)CC2)c1 | i
CN(C)C(CNC(=O)C(=O)Nc1ccc2c(c1)OCO2)c1cccn1C (configuration not stated) | i
COc1ccccc1-c1nc(Cn2cc(-c3nc(-c4cccs4)no3)ccc2=O)no1 | i
CCOc1nn(CC)cc1-c1nnc(SCC(=O)NC2CCCCC2)n1C | i
O=S(=O)(C1CC1)N1CCC(c2nnc(-c3ccco3)o2)CC1 | i
O=C(c1cc2ccccc2oc1=O)N1CCC2(CC1)NC(=O)N(CCc1ccccc1)C2=O | i
Cc1ccc(C(=O)Nc2ccc(C(=O)NCCNC(=O)COc3ccccc3)cc2)cc1 | i

A portion of the library, so the mix of outcomes need not match the whole.
